EBI2 antag: antagonists of human EBI2 receptor; P32249; EBI2 beta-arrestin recruitment, luminescence, 7a,25-OHC stimulated; inhibition, % at 5 µM; 0.81% of 360,000 active; in the data active = inhibition above about 38%;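 note: enzyme fragment complementation signal reports receptor beta-arrestin coupling in cells; 0% = agonist plus DMSO wells and 100% = wells without agonist; some results beyond the cut were filed as inactive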
APOBEC3G inh: inhibitors of human APOBEC3G DNA deaminase; Q9HC16; recombinant A3G, ssDNA deamination FAM/TAMRA fluorescence; inhibition, % at 20 µM; 0.28% of 330,000 active;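 active = inhibition of at least 40% at 20 µM, with no more than 30% in the related APOBEC3A deaminase screen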;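 note: plate controls were DMSO wells with A3G for no effect and wells lacking A3G enzyme for full effect; some compounds called inactive have numbers as strong as hits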
Target sequence (Q9HC16 whole entry, looked up): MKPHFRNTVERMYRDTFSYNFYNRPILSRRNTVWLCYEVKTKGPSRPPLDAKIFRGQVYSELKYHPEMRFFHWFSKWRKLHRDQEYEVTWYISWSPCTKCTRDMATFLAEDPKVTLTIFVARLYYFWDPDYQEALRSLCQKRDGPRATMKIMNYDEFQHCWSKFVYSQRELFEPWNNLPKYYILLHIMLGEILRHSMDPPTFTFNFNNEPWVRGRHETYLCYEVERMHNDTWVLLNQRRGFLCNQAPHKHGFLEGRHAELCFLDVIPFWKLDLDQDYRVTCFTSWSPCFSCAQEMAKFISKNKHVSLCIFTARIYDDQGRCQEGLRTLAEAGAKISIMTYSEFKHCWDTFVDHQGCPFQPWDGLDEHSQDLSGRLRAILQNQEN
MPTP inh: permeability transition pore inhibition. inhibition, % at 10 µM. 1.4% of 360,000 active. isolated mouse mitochondria, Ca2+ swelling absorbance, 30 min;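 active = inhibition of 50% or more, scaled per plate between neutral and stimulator controls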;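 note: 0% = DMSO wells given calcium and 100% = 1 mM EGTA wells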
GRIN3A LBD mod: NR3A (human) ligand-binding domain modulation; NR3A LBD differential scanning fluorimetry, Tm shift; 0% = protein alone, 100% = glycine-bound protein; Tm shift relative to glycine control, % at 25 µM; 2.5% of 340,000 active; AID 1259313;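 active = melting temperature shift of at least 10% of the positive control shift, at one fixed dose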
CXCR6 inh: blocks human CXCR6 beta-arrestin recruitment; inhibition, % at 20 µM; AID 602244; O00574; 0.36% of 360,000 active; CHO-K1 PathHunter CXCR6 beta-arrestin, luminescence; in the data active = inhibition above about 34%, passing the limit was not always enough;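 note: antagonist mode with CXCL16 agonist at 10 nM final; 0% = 10 nM CXCL16 with DMSO and 100% = unstimulated wells without agonist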
Gli-Sufu antag: antagonists of Gli-Sufu signaling. Sufu-KO-LIGHT fibroblasts, Gli luciferase reporter luminescence. inhibition, % at 5 µM. 0.74% of 340,000 active;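 active = inhibition above about 55%, limit read from the data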;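 note: 0% = DMSO-treated cells and 100% = wells with medium but no cells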
APOBEC3A inh: human APOBEC3A DNA deaminase inhibition. recombinant A3A, FAM/TAMRA ssDNA deamination fluorescence. 0.41% of 330,000 active. P31941. inhibition, % at 20 µM;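 active = at least 40% inhibition at 20 µM here, with at most 30% in a related deaminase screen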;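 note: plate controls were A3A with DMSO for no effect and wells lacking A3A enzyme for full effect; some results filed as inactive read as strong as hits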
Target sequence (P31941 whole entry, looked up): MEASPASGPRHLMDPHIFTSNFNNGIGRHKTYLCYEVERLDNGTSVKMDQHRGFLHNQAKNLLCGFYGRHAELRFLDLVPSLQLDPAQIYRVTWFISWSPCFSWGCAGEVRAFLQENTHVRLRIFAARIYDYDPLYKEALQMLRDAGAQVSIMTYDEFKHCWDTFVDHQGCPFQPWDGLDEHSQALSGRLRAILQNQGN
CCR6 antag: antagonists of human CCR6 receptor | AID 493098 | 0.49% of 340,000 active | inhibition, % at 20 µM | CHO-K1 CCR6 PathHunter beta-arrestin, luminescence, CCL20-stimulated;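 active = compounds whose inhibition of the agonist-driven luminescence signal at 20 µM reaches about 50%, limit read from the data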;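 note: cells stimulated with CCL20 at 14 nM final; plate controls were DMSO with CCL20 for no effect and DMSO without agonist for full effect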
Target sequence (P51684 whole entry, looked up): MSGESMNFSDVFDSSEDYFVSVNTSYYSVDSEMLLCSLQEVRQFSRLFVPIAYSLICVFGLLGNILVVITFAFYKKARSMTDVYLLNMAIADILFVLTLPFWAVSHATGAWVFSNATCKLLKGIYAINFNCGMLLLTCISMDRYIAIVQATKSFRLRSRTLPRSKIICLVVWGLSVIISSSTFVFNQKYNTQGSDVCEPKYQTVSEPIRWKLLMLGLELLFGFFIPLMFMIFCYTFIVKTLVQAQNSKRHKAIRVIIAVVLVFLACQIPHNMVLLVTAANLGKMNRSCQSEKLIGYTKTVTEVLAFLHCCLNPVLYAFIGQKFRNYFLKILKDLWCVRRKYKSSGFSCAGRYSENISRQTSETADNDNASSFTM
Numbers without * were called inactive; x = no result given.

SMILES	EBI2 antag	APOBEC3G inh	MPTP inh	GRIN3A LBD mod	CXCR6 inh	Gli-Sufu antag	APOBEC3A inh	CCR6 antag
CCN(CC)S(=O)(=O)c1cccc(C(=O)N[C@H](C(=O)NCc2ccc(Cl)cc2)C(C)C)c1	11	6	0.3	-3	3	-4	3	0
Cc1ccc(C(=O)Oc2cc(C)[nH]c(=O)c2[N+](=O)[O-])cc1	0	-11	-1.9	-3	-9	-8	2	3
CC1CCCC(NC(=S)NC(=O)c2ccco2)C1C (centres undefined)	-12	-3	-1.1	2	0	-7	0	-3
Cc1cc(C)n(-c2ccc(C(=O)OCC(=O)NCc3ccc(Cl)cc3)cc2)n1	-7	-5	2.8	-1	10	4	-3	2
CN(CCC#N)C(=O)COC(=O)c1ccc2[nH]c3c(c2c1)CCCC3	-5	2	0.0	1	-2	26	1	9
Cn1c(=O)oc2cc(S(=O)(=O)N3CCc4ccccc43)ccc21	11	-8	0.4	-2	-1	7	-5	5
O=C(NCc1ccc(F)cc1)Nc1ccccc1	-21	12	2.3	4	-9	-25	5	-4
COc1cccc(C(=O)NCCS(=O)(=O)N(C)Cc2ccccc2)c1	8	-7	-1.7	-1	13	11	0	9
Cc1ccccc1OCCn1c(=S)[nH]c2ccccc21	9	-8	1.5	-1	-4	4	-5	3
CCc1ccc(NC(=O)C[n+]2cc(-c3ccc(C)cc3)n3c2CCC3)cc1	-2	-2	-0.3	-1	-4	5	-1	19
COC(=O)c1cccc(C23CC4(C2)[C@H](CN(Cc2ccc(-c5ccccc5)cc2)[C@@H]4c2ccccc2)C3c2ccc(Cl)nc2)c1 (some centres undefined)	-2	-3	6.9	0	3	15	-2	7
CC(C)c1ccc(C(=O)N2CCN(CCO)CC2)cc1	1	-5	-1.5	0	-1	-17	-3	4
Cc1c(CCO)c(=O)[nH]n1S(=O)(=O)c1cccc(C(F)(F)F)c1	2	1	-1.2	1	-17	-3	3	5
COC(=O)c1ccccc1CSc1nsc(C)c1C#N	6	-3	-0.4	-1	8	7	-3	12
COc1ccccc1-c1cc(C(=O)N2CCCC2)no1	-12	-17	-1.6	-3	8	-32	-2	17

A second format for part of the listing above:
SMILES,EBI2 antag,APOBEC3G inh,MPTP inh,GRIN3A LBD mod,CXCR6 inh,Gli-Sufu antag,APOBEC3A inh,CCR6 antag
Cc1ccccc1OCCn1c(=S)[nH]c2ccccc21,9,-8,1.5,-1,-4,4,-5,3
CCc1ccc(NC(=O)C[n+]2cc(-c3ccc(C)cc3)n3c2CCC3)cc1,-2,-2,-0.3,-1,-4,5,-1,19
COC(=O)c1cccc(C23CC4(C2)[C@H](CN(Cc2ccc(-c5ccccc5)cc2)[C@@H]4c2ccccc2)C3c2ccc(Cl)nc2)c1 (some centres undefined),-2,-3,6.9,0,3,15,-2,7

Back to the main list, repeating the three entries before the break.
SMILES	EBI2 antag	APOBEC3G inh	MPTP inh	GRIN3A LBD mod	CXCR6 inh	Gli-Sufu antag	APOBEC3A inh	CCR6 antag
Cc1c(CCO)c(=O)[nH]n1S(=O)(=O)c1cccc(C(F)(F)F)c1	2	1	-1.2	1	-17	-3	3	5
COC(=O)c1ccccc1CSc1nsc(C)c1C#N	6	-3	-0.4	-1	8	7	-3	12
COc1ccccc1-c1cc(C(=O)N2CCCC2)no1	-12	-17	-1.6	-3	8	-32	-2	17
CC(Oc1ccccc1F)C(=O)NNC(=O)C1CC(=O)N(c2ccc3c(c2)OCCO3)C1 (centres undefined)	0	0	0.2	2	-6	-9	2	-1
CSc1ccc(S(=O)(=O)NC2CCCCCC2)cc1	-4	-7	0.0	3	-14	3	-1	9
CN(CC(=O)Nc1cccc2ccccc12)c1ccc(S(=O)(=O)N2CCOCC2)cn1	-5	2	-3.6	-5	-6	0	5	-26
O=C(NCCc1cccc(Cl)c1)C1CCC(=O)N(Cc2ccc(Cl)cc2)C1 (centres undefined)	23	3	-2.3	0	7	3	13	14
COc1ccccc1N1CC(C(=O)Nc2nc(C)cs2)CC1=O (centres undefined)	1	-1	0.4	0	0	-5	-2	2
CCc1ccccc1OCC(=O)Nc1cccc(S(=O)(=O)N2CCCC2)c1	-2	-1	0.3	-5	5	-4	-4	19
CCc1ccc(OCC(O)CN2CCN(c3ccc(OC)cc3)CC2)cc1 (centres undefined)	37	-1	1.5	0	8	4	-1	3
CC1C(=O)N2CCCc3cc(NC(=O)C(=O)NCCN4CCOCC4)cc1c32 (centres undefined)	0	-3	-0.1	-1	-1	-1	-1	7
Cc1cccc(-c2nc(N)nc(N)n2)c1	-4	-6	4.7	1	0	-20	-2	-1
C/C(=C\c1cccc(Cl)c1)C(=O)c1c(C)cc(C)[nH]c1=O	1	-6	0.5	0	-7	2	-3	6
CCCCN(CC)CCNC(=O)c1cc2c(=O)[nH]c3ccccc3c2n1C	-4	-5	-2.1	-2	-5	23	1	7
S=c1[nH]nc(-c2cccc(Cl)c2)n1/N=C/c1ccco1	x	38	x	2	x	10	6	22
O=C1CCN(Cc2ccccc2)S(=O)(=O)c2ccc(C(F)(F)F)cc21	-8	-6	-1.9	7	3	-3	-2	12
CCOc1ccc(S(=O)(=O)N2CCC(C(=O)N3CCN(Cc4ccccc4)CC3)CC2)cc1	-15	-1	1.3	1	1	-7	-2	15
CNC(=O)c1cc2cc(Br)ccc2s1	-2	-2	-0.1	-3	-6	-11	0	-9
Cc1ccccc1-c1nc(CS(=O)(=O)CC(=O)NCCCN2CCCC2)c(C)o1	1	1	-1.3	1	-7	6	-3	5
COc1cc(S(=O)(=O)NCC(c2ccco2)N2CCCCC2)ccc1NC(C)=O (centres undefined)	-16	-8	0.9	-1	8	5	-3	-8
CN(C)c1ccc(NC(=O)CSc2nnc(C3CCCCC3)n2N)cc1	6	-3	-0.5	-1	-13	-11	-1	-3
Nc1ccccc1SC1CC(=O)N(c2ccc3c(c2)OCCO3)C1=O (centres undefined)	1	-5	0.6	1	-5	-38	-1	1
O=[N+]([O-])c1ccccc1CSc1nnc2ccccn12	-11	-3	-2.2	1	4	-36	-2	9
Cc1ccc(/C=N/NC(=O)c2cc3c(ccc4ccccc43)o2)o1	2	-1	-0.6	-2	-8	2	2	15
CCOC(=O)Cc1csc(NC(=O)COc2ccccc2OC)n1	-8	-1	0.1	1	-2	-3	-5	1
CSc1ccccc1N=Cc1nc(-c2ccccc2)oc1O	17	2	10	-6	8	3	2	11
CC1CN(Cc2c(O)ccc3c(=O)c(-c4ccccc4)coc23)CC(C)O1 (centres undefined)	6	-1	-0.1	1	-9	11	0	6
Clc1ccc(CSc2nnc(-c3ccncc3)o2)cc1	12	-6	3.7	2	1	-12	1	-18
CCn1nc(C)c(NC(=O)c2ccc(Br)o2)c1C	0	-5	-0.8	-5	0	-7	0	-3
COc1ccc(S(=O)(=O)Nc2ccccc2C(=O)N2CCOCC2)cc1Br	4	-11	-1.1	2	-1	-5	-4	8
CSCCC(NS(=O)(=O)c1ccccc1F)C(=O)NCc1cccs1 (centres undefined)	-3	-4	-0.6	1	5	-17	-3	1
COc1ccc(Cl)cc1NC(=O)CSc1nc(Nc2ccccc2)nc(N2CCOCC2)n1	7	-7	0.1	2	-6	2	-2	3
O=C(c1ccc([N+](=O)[O-])o1)N(Cc1nnc(-c2ccccc2Cl)o1)C1CC1	-34	-5	-2.1	0	-5	-17	-5	-8
Fc1cccc(NCCc2c[nH]c3ccccc23)n1	4	-4	0.4	15*	-1	-34	-3	10
CCCCn1c(=O)[nH]c2nc3cc(NC(C)=O)ccc3nc2c1=O	-3	-6	2.1	1	2	-2	-3	-9
COc1ccc(CNC(=O)C2CCC(CNS(=O)(=O)c3ccccc3)CC2)cc1 (centres undefined)	11	-4	-0.2	0	3	x	0	5
Cc1nc(NCC2CC2)c2nnn(Cc3ccccc3)c2n1	-10	-8	-0.5	-1	-1	-3	-3	2
CC(=O)c1ccc(C(=O)N2CCCC(C(=O)c3cc(F)ccc3F)C2)s1 (centres undefined)	1	-5	-1.5	0	-10	19	0	1
CCCC(=O)Nc1ccc2c(c1)nc1n2CCSC1	-9	0	-1.3	-1	-5	-17	1	-2
Cc1c(/C=C2\SC(=Nc3cccc(C(=O)O)c3)NC2=O)c2ccccc2n1C	-10	7	4.3	2	10	-3	32	16
CC(C)N1CCN(Cc2cnc(-c3ccccc3)s2)CC1CCO (centres undefined)	8	-3	1.8	1	-1	-2	0	10
Cc1csc(=N)n1-c1ccc(Cl)cc1	5	2	1.7	7	2	-50	-1	-1
O=C(Nc1ccon1)C1CCN(S(=O)(=O)c2cccs2)CC1	-9	-9	-1.5	-2	0	2	-1	6
CN(C)S(=O)(=O)c1cccc(NC(=S)Nc2cccc3cnccc23)c1	-56	x	5.4	-2	-7	-1	x	2
CCCCc1nnc(NC(=O)CCN2C(=O)C3CC=CCC3C2=O)s1 (centres undefined)	-7	-3	-3.1	0	-5	x	4	11
COc1ccc2c(c1OC)C(=O)OC2CC(=O)c1ccc2c(c1)OCO2 (centres undefined)	-1	-4	-0.8	0	0	1	-1	-3
COc1ccc(-c2nn(Cc3ccccc3)cc2C(=O)N2CCN(c3ccccn3)CC2)cc1OC	0	-7	-0.5	0	0	0	-3	8
COCCNC(=S)Nc1ccc(S(=O)(=O)Nc2cnc3ccccc3n2)cc1	-8	-8	-1.4	-2	3	2	-7	-17
CC(C)c1onc(C(=O)NC(C)c2ccccc2)c1[N+](=O)[O-] (centres undefined)	-7	-4	2.2	0	-2	0	0	7
O=C(Cc1cccc(C(F)(F)F)c1)Nc1cccc(S(=O)(=O)N2CCCC2)c1	-3	0	1.3	-12	2	2	1	14
COc1ccc(C(=O)O/N=C(\N)c2cccc(C)c2)cc1OC	-3	-3	0.6	18*	-4	-48	1	-5
Cc1c(NC(=O)COC(=O)Cc2ccc(Br)cc2)c(=O)n(-c2ccccc2)n1C	-9	-10	-0.8	2	2	-2	-2	3
Cc1ccc(CNS(=O)(=O)c2ccc3c(c2)OCCO3)cc1	-4	-7	2.5	16*	-11	0	0	-2
CCOC(=O)c1sc(-c2ccc(OC)cc2)cc1N	16	-5	4.7	0	9	-13	0	9
CCOC(=O)c1[nH]c2ccccc2c1NC(=O)c1ccco1	-5	-5	-0.5	1	-2	5	1	-3
Cc1cc(C(=O)Cn2nnc3ccccc3c2=O)c(C)n1-c1c(C)n(C)n(-c2ccccc2)c1=O	-5	-5	0.8	-1	5	0	-2	3
CCOC(=O)C1=C(C)NC2=C(C(=O)C(C(=O)OCC)C(c3cccc(OC)c3)C2)C1c1ccccn1 (centres undefined)	2	3	0.3	-1	-8	2	0	15
COCCN(C(=O)COC(=O)c1ccc2[nH]c(C)c(C)c2c1)c1c(N)n(Cc2ccccc2)c(=O)[nH]c1=O	6	-8	1.1	-1	-3	-8	-2	7
C=CCn1c(CSCc2ccccc2)nnc1SCC(=O)N1CCN(c2ccccc2)CC1	10	-7	11	-6	12	15	2	12
COc1ccccc1Nc1nc(N)nc(CN2CC(C)CC(C)C2)n1 (centres undefined)	-8	0	3.5	-1	-10	x	-1	4
CCc1ccc(OCC(=O)NC(C)C)cc1	-13	-9	-1.7	-1	-16	-13	4	0
CC(=O)N1CCc2cc(S(=O)(=O)CCC(=O)N3CCN(c4cc(C)ccc4C)CC3)ccc21	-3	-6	-0.4	1	-11	-2	-1	14
Cc1cccc(-c2nc(CS(=O)CC(=O)N3CC(C)CC(C)C3)c(C)o2)c1 (centres undefined)	2	-6	-0.3	-1	0	-11	-5	1

Next structures.
SMILES	EBI2 antag	APOBEC3G inh	MPTP inh	GRIN3A LBD mod	CXCR6 inh	Gli-Sufu antag	APOBEC3A inh	CCR6 antag
O=C(Nc1ccc(N2CCN(C(=O)c3cccs3)CC2)cc1)c1ccco1	10	-11	-0.8	4	-6	-6	-5	7
COc1ccc(CC(=O)NCc2ccc(Cl)cc2)cc1S(=O)(=O)N1CCOCC1	7	-11	-1.5	2	1	-5	-2	2
Cc1ccccc1NS(=O)(=O)c1cc(C(=O)NCc2ccco2)ccc1C	-1	-4	0.1	-33	8	-8	-3	12
CCCCCCNCC(=O)N1CCC(Cc2ccccc2)CC1	4	-6	86*	-2	7	20	-1	8
COc1cc(C(=O)COC(=O)c2ccco2)cc(OC)c1OC	-1	12	0.9	2	7	10	4	7

Screening results deposited in PubChem by Sanford-Burnham Center for Chemical Genomics.
